NOD2 inhibition: inhibition of NOD2-driven NF-kB reporter – cell-based, luminescence, uHTS, HEK293 (AID 1566) | HEK293 NOD2/NF-kB luciferase reporter, luminescence; higher % means a stronger effect | inhibition, % at 4 µM; hits with a dose series show EC50 in µM | 290,000 tested, 0.63% active; also: many of its hits are not listed in these tables
GPR55 activation: selective activators of receptor GPR55 – imaging, U2OS cells, beta-arrestin-GFP redistribution, primary screen (AID 1961); U2OS GPR55 beta-arrestin-GFP redistribution imaging; higher % means a stronger effect; activation, % at 10 µM, or EC50 in µM where a hit was titrated; 290,000 tested, 0.048% active;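 active = activation above 40% with more than 50 cells counted in the well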;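 also: U2OS osteosarcoma cells stably expressing GPR55 and beta-arrestin-GFP; plate controls were DMSO negative control for no effect and LPI positive control for full effect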
KOR beta-arrestin-1: kappa opioid receptor blockers – cell-based, luminescence, uHTS (AID 1778); KOR beta-arrestin recruitment, luminescence, antagonist mode; higher % means a stronger effect; inhibition, % at 10 µM, or IC50 in µM where a hit was titrated; 290,000 tested, 0.091% active; also: strong numbers were not always called active
M1AAP inhibition: malaria alanyl aminopeptidase activity blockers – biochemical, fluorogenic H-Leu-NHMec substrate, 1536-well (AID 1445); 220,000 tested, 0.42% active; recombinant M1AAP, H-Leu-NHMec fluorogenic kinetic assay; higher % means a stronger effect; one-dose inhibition, % at 30 µM; IC50 in µM for titrated hits;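 active = primary inhibition above the hit cutoff, then over 50% inhibition at one or more dose response concentrations, cut at about 23% in these data, passing the limit was not always enough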;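 also: plate controls were DMSO full reaction for no effect and no enzyme background for full effect; strong numbers were not always called active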
Dynein transport: blocks dynein driven cargo transport along microtubules | 220,000 tested, 0.47% active | 3617.4 mouse cells, GR-EGFP nuclear translocation imaging; test concentration mostly 20 µM; stimulated with dexamethasone, 1 µM; active compounds read low | z-score, hits read low;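 active = plate z-score of nuclear minus cytoplasmic receptor signal below a set negative limit, without overly bright fluorescence or cell loss, cut at about -3.5 in these data, passing the limit was not always enough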;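 also: z-score of nuclear minus cytoplasmic ring GR-EGFP intensity difference per well; some compounds called inactive have numbers as strong as hits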
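Buffer or medium: tetracycline-free induction medium containing charcoal-stripped FBS / Reagent: dexamethasone agonist, 1.0 µM final, for 30 min / Technique: automated 10x imaging of fixed Hoechst-stained cells / Times: induction 48 h, compound 1 h, agonist 30 min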
KOR beta-arrestin-2: KOR agonists, beta-arrestin recruitment, primary screen, cell-based, luminescence, uHTS (AID 1777). KOR beta-arrestin recruitment, luminescence; higher % means a stronger effect. 280,000 tested, 0.02% active. activation, % at 10 µM, or EC50 in µM where a hit was titrated; in the data active = activation above about 50%, passing the limit was not always enough; also: a part of the inactive calls stands beside numbers as strong as those of hits
AID2073: inhibitors of Mint1-CaV2.2 protein interaction, biochemical, HTRF (AID 2073). HTRF protein-protein interaction, Mint1-CaV2.2; higher % means a stronger effect. one-dose inhibition, % at 20 µM; IC50 in µM for titrated hits. 290,000 tested, 0.19% active; in the data active = inhibition mostly above about 51%, no sharp cut-off; also: some results filed as inactive read as strong as hits
NOD1 inhibition: inhibition of NOD1-driven NF-kB reporter – cell-based, luminescence, uHTS, primary screen (AID 1578). NOD1-driven NF-kB luciferase reporter cells, luminescence; higher % means a stronger effect. one-dose inhibition, % at 4 µM; EC50 in µM for titrated hits. 290,000 tested, 1% active; in the data active = inhibition mostly above about 36%, no sharp cut-off; inactive = mostly below about 34%;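 also: HEK-293T reporter cells stimulated with the NOD1 agonist gamma-tri-DAP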
P. falciparum M17LAP: P. falciparum M17LAP inhibitors, primary screen, biochemical, fluorogenic H-Leu-NHMec substrate, 1536-well (AID 1619). recombinant M17LAP, H-Leu-NHMec fluorogenic kinetic assay; higher % means a stronger effect. one-dose inhibition, % at 30 µM; IC50 in µM for titrated hits. 220,000 tested, 0.38% active;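 active = compound inhibiting the enzyme by more than half at any dose during confirmatory dose-response retesting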;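 also: plate controls were full reaction with DMSO carrier for no effect and no enzyme background for full effect; strong numbers were not always called active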
Dynein transport cytoplasmic EGFP: further read-out of Dynein transport, marked with its call; z-score; measured here: cytoplasmic GR-EGFP intensity; active compounds read high
Dynein transport nuclear GR-EGFP: recorded beside Dynein transport, whose call it bears; z-score; measured here: nuclear GR-EGFP intensity;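 lower value marks the stronger effect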
Dynein transport cell count: also measured in Dynein transport; calls as there; z-score; measured here: cell count per field
Starred values were filed as active, the others as inactive; · = not tested or not shown; [ ] = another dose, or the depositor's remark. Rule as the data show it, unless noted: active = inhibition above about 50%; inactive = the rest. A portion of the library; count on the stated rates, not on these rows.

The line under a structure holds: NOD2 inhibition	GPR55 activation	KOR beta-arrestin-1	M1AAP inhibition	Dynein transport	Dynein transport cytoplasmic EGFP	Dynein transport nuclear GR-EGFP	Dynein transport cell count	KOR beta-arrestin-2	AID2073	NOD1 inhibition	P. falciparum M17LAP
[1] CC(C)CN(C(=O)C(c1ccccc1)c1ccccc1)c1c(N)n(CC(C)C)c(=O)[nH]c1=O
    10%	0.3%	-30%	6%	2.9	-0.11	1	-1.1	1.1%	-2%	-15%	12%
[2] CCn1cc(CCCC(=O)NCc2cccnc2)c2ccccc21
    16%	0.3%	-19%	·	·	·	·	·	-6.6%	12%	-11%	·
[3] Cc1ccc(S(=O)(=O)N2CC(C)N(S(C)(=O)=O)C2)cc1 (centres undefined)
    7%	-0.4%	-10%	·	·	·	·	·	2.6%	-11%	-6%	·
[4] CC(C)(C)NC(=O)NC(=O)COC(=O)c1cccc(S(=O)(=O)N2CCCCC2)c1
    22%	-0.3%	-15%	-3%	-0.83	-0.31	-0.82	0.82	9.7%	3%	-9%	-3%
[5] O=S(=O)(c1ccccc1)N1CCN(c2nnnn2-c2ccccc2)CC1
    13%	-0.1%	-12%	6%	-0.19	-0.23	0.22	0.17	1.0%	-3%	-5%	-1%
[6] CC(=O)c1c(C)[nH]c(C(=O)Nc2cccc(C#N)c2)c1C
    10%	-0.2%	-26%	·	·	·	·	·	-0.4%	12%	-16%	·
[7] COc1ccccc1C(=O)Nc1ccc(S(=O)(=O)N2CCC(C)CC2)cc1
    19%	0.3%	20%	·	·	·	·	·	-0.8%	27%	0%	·
[8] COc1ccc(CNC(=O)C/C(C)=N/NC(=O)c2ccccc2OC)cc1
    3%	0.4%	5%	·	·	·	·	·	-1.5%	2%	-14%	·
[9] Cc1onc(-c2ccccc2)c1C(=O)Nc1nnc(N2CCCCCC2)s1
    4%	0.3%	-77%	11%	2.7	0.024	1.8	-1.4	-3.5%	-7%	19%	1%
[10] CCOC(=O)N1CCN(c2c(NCc3cccs3)c(=O)c2=O)CC1
    14%	0.2%	-18%	13%	-0.28	-0.26	-0.011	-0.11	-4.0%	-1%	20%	-3%

Some of these compounds in order of their number in KOR beta-arrestin-1, high to low.
The line under a structure holds: NOD2 inhibition	GPR55 activation	KOR beta-arrestin-1	M1AAP inhibition	Dynein transport	Dynein transport cytoplasmic EGFP	Dynein transport nuclear GR-EGFP	Dynein transport cell count	KOR beta-arrestin-2	AID2073	NOD1 inhibition	P. falciparum M17LAP
[3] Cc1ccc(S(=O)(=O)N2CC(C)N(S(C)(=O)=O)C2)cc1 (centres undefined)
    7%	-0.4%	-10%	·	·	·	·	·	2.6%	-11%	-6%	·
[10] CCOC(=O)N1CCN(c2c(NCc3cccs3)c(=O)c2=O)CC1
    14%	0.2%	-18%	13%	-0.28	-0.26	-0.011	-0.11	-4.0%	-1%	20%	-3%
[1] CC(C)CN(C(=O)C(c1ccccc1)c1ccccc1)c1c(N)n(CC(C)C)c(=O)[nH]c1=O
    10%	0.3%	-30%	6%	2.9	-0.11	1	-1.1	1.1%	-2%	-15%	12%
[9] Cc1onc(-c2ccccc2)c1C(=O)Nc1nnc(N2CCCCCC2)s1
    4%	0.3%	-77%	11%	2.7	0.024	1.8	-1.4	-3.5%	-7%	19%	1%

(further entries)
The line under a structure holds: NOD2 inhibition	GPR55 activation	KOR beta-arrestin-1	M1AAP inhibition	Dynein transport	Dynein transport cytoplasmic EGFP	Dynein transport nuclear GR-EGFP	Dynein transport cell count	KOR beta-arrestin-2	AID2073	NOD1 inhibition	P. falciparum M17LAP
[11] Cc1onc(-c2ccccc2Cl)c1C(=O)Nc1ccc(S(=O)(=O)Nc2nccs2)cc1
    -5%	-0.1%	4%[20 µM]	6%	2	-0.28	1.2	-0.84	·	-3%	4%	-4%
[12] CCOC(=O)C1CCCN(C(=O)c2ccc([N+](=O)[O-])cc2)C1 (centres undefined)
    12%	-0.8%	-36%	2%	4.3	-0.38	3	-1.3	19%	0%	29%	0%
[13] CCN=C1SCC(=O)N1c1ccc(OC)cc1
    -1%	0.2%	-32%	0%	0.36	-0.22	0.21	0.76	-1.1%	-2%	-12%	7%
[14] FCCCOc1ccc(/C=N/OCc2c(Cl)cccc2Cl)cc1
    -3%	-0.3%	14%	4%	-0.75	-0.2	-0.41	0.38	-2.9%	20%	-8%	-3%
[15] COC(=O)c1cc(-c2ccc(Br)cc2)c2c(=O)n(C)c(=O)n(C)c2n1
    6%	-0.1%	4%	·	·	·	·	·	1.1%	29%	-20%	·
[16] CN(C)c1ccc(N=c2sc3ccccc3n2C)cc1
    3%	0.0%	5%	8%	-0.87	-0.15	-0.5	2.3	-2.4%	-30%	-33%	8%
[17] O=S(=O)(c1ccccc1)c1nc(-c2ccccc2)oc1N1CCCC1
    0%	0.2%	-36%	6%	-0.41	-0.24	-0.0025	0.0026	-3.4%	0%	-13%	-2%
[18] Cc1c(Cl)c([N+](=O)[O-])nn1CC(=O)N1CCN(Cc2ccccc2)CC1
    7%	0.9%	-3%[20 µM]	6%	0.36	-0.3	-0.34	0.21	-7.4%	5%	-11%	-7%
[19] Cc1cc(C)c(C(=O)COC(=O)Cn2c(C)csc2=O)cc1C
    5%	0.0%	11%	·	·	·	·	·	-3.1%	-2%	-30%	·
[20] Cc1nc(NS(=O)(=O)c2ccccc2)sc1NC(=O)Nc1ccc(Cl)cc1
    16%	-0.1%	27%	20%	-0.64	-0.25	0.25	0.12	0.4%	-4%	3%	18%
[21] CCOC(=O)C1(Cc2ccccc2C)CCCN(C(=O)CN2CCCCC2=O)C1 (centres undefined)
    8%	-0.1%	14%	·	·	·	·	·	-5.0%	14%	-17%	·
[22] CC(C)(C)C1CCc2c(C(=O)NNC(=O)CCCC(=O)O)csc2C1 (centres undefined)
    8%	-0.5%	-12%	7%	-0.46	-0.31	-0.62	0.66	4.8%	-1%	-27%	12µM*
[23] Cc1cc(C)c[n+](CC(=O)c2ccc(-c3ccccc3)cc2)c1
    9%	0.6%	-26%	7%	-0.45	0.027	-0.44	0.77	5.4%	-3%	30%	-5%
[24] COc1ccc(C(=O)NCC(=O)NCC(=O)OCc2ccc(Br)cc2)cc1
    7%	0.2%	-10%[20 µM]	6%	-0.76	-0.32	0.36	0.00056	-2.2%	3%	-10%	1%
[25] CC(=O)c1cccc(NC(=O)CCc2nnc3ccc(N4CCOCC4)nn23)c1
    -13%	-0.1%	-30%	·	·	·	·	·	-2.8%	15%	-8%	·
[26] CC1CCCCN1C(=O)c1ccc(NC(=O)c2ccccc2Cl)cc1 (centres undefined)
    3%	-0.2%	-8%	6%	-0.45	-0.16	-0.099	0.44	-3.6%	-4%	-20%	3%
[27] O=C(N/C(=C\c1ccccc1)C(=O)N1CCCCC1)c1ccc(Br)o1
    26%	0.0%	19%	·	·	·	·	·	-2.6%	14%	0%	·
[28] Cc1ccc(N(CC(=O)NCC2CCCO2)C(=O)CCC(=O)Nc2ccccn2)cc1C (centres undefined)
    11%	0.4%	5%	4%	-0.77	-0.27	-0.34	0.54	-3.8%	-4%	-11%	-6%
[29] O=C(c1cc(-n2cnnc2)ccc1Cl)N1CCN(c2nc(-c3ccccc3)cs2)CC1
    10%	-0.2%	6%	0%	0.34	-0.17	-0.17	-0.91	-3.2%	9%	2%	-1%
[30] CN(C)c1nc(N2CCN(c3ccc(F)cc3)CC2)c(C#N)c(=O)o1
    4%	0.1%	8%	2%	0.0035	-0.31	0.21	0.38	2.1%	1%	3%	3%
[31] Cc1cccc(C(=O)N2CCCC(CCC(=O)N3CCN(c4ccccn4)CC3)C2)c1C (centres undefined)
    32%	-0.1%	-29%	·	·	·	·	·	0.7%	3%	28%	·
[32] Cc1cccc(OCc2nc(C#N)c(N3CCCC3)o2)c1
    -6%	-0.2%	4%	5%	0.14	-0.21	0.08	0.57	2.2%	6%	-11%	-8%
[33] CC(=O)C1C(c2ccc([N+](=O)[O-])cc2)c2c(noc2C)CC1(C)O (centres undefined)
    11%	-0.3%	-14%	3%	0.19	-0.22	-0.01	-0.14	2.3%	-8%	5%	-2%
[34] COc1ccc(NC(=O)NCCc2ccc(Cl)cc2)cc1OC
    -13%	0.2%	5%	-9%	2.5	0.085	1.7	-1.5	-1.0%	10%	-29%	-6%
[35] Cc1ccc2nc(NC(=O)CSc3nncc(=O)n3N)sc2c1
    -25%	0.2%	-8%	-4%	0.16	-0.27	-0.16	0.079	1.6%	1%	-20%	8%
[36] Nc1nonc1C(=O)NCCNC(=O)c1ccc(Cl)cc1
    3%	0.3%	-15%	·	·	·	·	·	-4.9%	4%	-30%	·
[37] CC1CCCCN1CCn1c(=S)[nH]c2ncccc2c1=O (centres undefined)
    14%	-0.1%	9%	6%	-0.058	-0.23	-0.43	0.48	-4.8%	-1%	-8%	5%
[38] O=C(Nc1nc2ccc(F)cc2s1)Oc1ccccc1
    -5%	0.2%	-21%	·	·	·	·	·	1.4%	10%	-31%	·
[39] CCOC(=O)c1c(S(=O)(=O)N2CCN(C)CC2)c(C)n(C)c1C
    -3%	-0.2%	-7%	·	·	·	·	·	-0.3%	9%	3%	·
[40] CCN(CC)CCCNC(=O)c1oc2ccc3c(c2c1C)C(O)CC(C)(C)O3 (centres undefined)
    16%	-0.3%	11%	·	·	·	·	·	-3.7%	16%	0%	·

Bioassay records from PubChem.
